# High-throughput results (PubChem)
# hERG protect: hERG rescue from dofetilide block, primary screen, cell-based, CHO-hERG, FluxOR thallium flux, dofetilide IC70; dofetilide IC70 present; Voltage-gated inwardly rectifying potassium channel KCNH2 (Homo sapiens), Q12809; activation (rescue from dofetilide block), less the hit threshold, % at 10 µM; AID 1511, 2009; 310,000 compounds, 0.51% hits;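 active means activation above the mean of controls blocked by dofetilide plus 5 SD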;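 further: thallium influx through hERG after potassium depolarization seen as dye fluorescence rise; in these data hits start at about 4.7%; inactives centre near -7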
# KCNQ1 pot: potentiators or activators of KCNQ1 channel, primary screen, cell-based, thallium flux, high-throughput | AID 2648, 2010 | 310,000 compounds, 0.35% hits | B-score at 10 µM | CHO-K1 KCNQ1, thallium flux FluxOR fluorescence; hits give high values;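 active means fluorescence ratio B-score, a plate-corrected score, at least three library SD, with initial intensity B-score within 5 SD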
#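 System: CHO-K1 cells stably expressing KCNQ1 / Medium: assay buffer for compound exposure, DMSO matched across wells / Reagent: thallium- and potassium-containing depolarizing buffer / Compound: one concentration, matched DMSO / Incubation: 20 min compound pretreatment at room temperature / Measured by: kinetic FluxOR fluorescence, 10 s baseline plus 110 s post-stimulus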
# KCNK3 inh: human KCNK3 channel inhibitors, primary screen, CHO cells, FluxOR thallium flux, B-score | Potassium channel subfamily K member 3 (Homo sapiens), O14649 | FluxOR fluorescence; hits give low values | B-score at 10 µM | 340,000 compounds, 0.84% hits;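 active means B-score under library mean minus 4 SD, starting fluorescence ratio at most library mean plus 5 SD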;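 further: more negative B-score means stronger inhibition of thallium flux through KCNK3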
# Target sequence (O14649 whole entry, looked up): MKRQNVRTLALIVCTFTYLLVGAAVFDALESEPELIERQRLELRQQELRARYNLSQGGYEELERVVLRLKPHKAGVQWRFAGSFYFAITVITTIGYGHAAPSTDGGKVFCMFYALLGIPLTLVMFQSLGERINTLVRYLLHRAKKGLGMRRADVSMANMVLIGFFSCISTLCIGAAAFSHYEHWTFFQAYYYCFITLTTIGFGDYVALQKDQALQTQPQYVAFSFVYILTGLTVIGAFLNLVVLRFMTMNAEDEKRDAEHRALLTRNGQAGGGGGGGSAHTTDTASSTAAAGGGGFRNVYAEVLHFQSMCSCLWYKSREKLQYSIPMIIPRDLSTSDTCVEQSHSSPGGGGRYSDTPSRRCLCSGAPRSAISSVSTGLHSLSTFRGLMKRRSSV
# MrgX1 agonist: agonists of human MrgX1 receptor, primary screen, HEK293 cells, Fluo-4 calcium flux; Fluo-4 calcium fluorescence, agonist mode; hits give high values; B-score at 10 µM; 310,000 compounds, 0.44% hits; AID 588627, 2011;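 active means calcium response B-score plate-corrected fluorescence ratio at least 3 library SD, with starting fluorescence B-score inside 5 SD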
# Target sequence (Q96LB2 whole entry, looked up): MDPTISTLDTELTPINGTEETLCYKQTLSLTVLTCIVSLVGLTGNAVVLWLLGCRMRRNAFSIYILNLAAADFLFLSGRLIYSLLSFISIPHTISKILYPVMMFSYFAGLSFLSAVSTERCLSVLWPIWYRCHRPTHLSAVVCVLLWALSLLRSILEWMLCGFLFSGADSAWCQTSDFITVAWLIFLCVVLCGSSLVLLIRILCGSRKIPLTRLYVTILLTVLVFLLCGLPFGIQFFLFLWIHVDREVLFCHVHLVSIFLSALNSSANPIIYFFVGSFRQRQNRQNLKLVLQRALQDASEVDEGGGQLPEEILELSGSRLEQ
#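 Material – MrgX1-expressing HEK293 cells · Input – 15,000 cells seeded per well · Dosing – compound as first of three additions · Times – overnight seeding, then 1 h dark dye loading · Measured by – kinetic Fluo-4 NW fluorescence of intracellular calcium · Read-out – B-scored fluorescence response ratio · Benchmarks – positive and negative control wells on each plate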
# MrgX1 allo act: positive allosteric modulators of MrgX1, primary screen, HEK293 cells, Fluo-4 calcium flux; Mas-related G-protein coupled receptor member X1 (Homo sapiens), Q96LB2; B-score at 10 µM; FDSS; hits give high values; 310,000 compounds, 0.63% hits;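 active means plate-corrected calcium response at least 3 library SD above typical, normal starting fluorescence, not activating the receptor alone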;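 further: compound read alongside a low EC10 to EC30 dose of BAM8-22 agonist; peak minus trough fluorescence over baseline measured at the second addition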
# ANO1 activ: TMEM16A chloride channel activators or potentiators, primary screen, cell-based, HTS; B-score at 10 µM; HEK293 TMEM16A/YFP-H148Q/I152L, iodide quench fluorescence; hits give low values; 340,000 compounds, 0.3% hits; Anoctamin-1 (Mus musculus), Q8BHY3;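 active means fluorescence-ratio B-score plate-corrected deviation score at least 3 library SD below zero, with starting fluorescence score within 5 deviations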;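 further: channel opened by trigger with iodide after compound preincubation; score built on the fluorescence ratio of max minus min over baseline; more negative score means more quench and so TMEM16A activation or potentiation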
# RGS4 block: RGS4 inhibitors, primary screen, cell-based, HEK293 M3R inducible RGS4, calcium flux; Regulator of G-protein signaling 4 (Homo sapiens), P49798; Fluo-4 calcium flux; hits give high values; triggered by carbachol at its EC20; B-score at 10 µM; 310,000 compounds, 0.45% hits;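 active means B-score, a plate-corrected calcium signal, over three deviations above library mean, with baseline fluorescence within five deviations of library mean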;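 further: RGS4 expression induced by doxycycline in cells with stable M3 receptor; B-score is computed from the integrated fluorescence ratio over baseline after carbachol; higher B-score means a larger calcium signal and so more RGS4 inhibition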
# ANO1 block: TMEM16A chloride channel inhibitors, primary screen, cell-based, HTS; Anoctamin-1 (Mus musculus), Q8BHY3; HEK293 TMEM16A/YFP iodide influx fluorescence, ionomycin; normalized B-score (activity score, 25-100; higher = stronger inhibition) at 10 µM; 310,000 compounds, 1.2% hits;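 active means ratio plate-corrected score three or more library SD toward inhibition, starting fluorescence score within five deviations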;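 further: score derived from kinetic fluorescence span divided by baseline fluorescence per well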
# KCNK9 inh: KCNK9 potassium channel inhibitors, primary screen, HEK293 cells, thallium flux. Potassium channel subfamily K member 9 (Homo sapiens), Q9NPC2. FluxOR thallium flux fluorescence; hits give low values. B-score at 10 µM. 310,000 compounds, 1.2% hits. AID 488922, 2010;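 active means ratio B-score over 3 SD below the library mean, with starting fluorescence within 5 SD of its mean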;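 further: negative B-score means less thallium flux so channel inhibition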
# Target sequence (Q9NPC2 whole entry, looked up): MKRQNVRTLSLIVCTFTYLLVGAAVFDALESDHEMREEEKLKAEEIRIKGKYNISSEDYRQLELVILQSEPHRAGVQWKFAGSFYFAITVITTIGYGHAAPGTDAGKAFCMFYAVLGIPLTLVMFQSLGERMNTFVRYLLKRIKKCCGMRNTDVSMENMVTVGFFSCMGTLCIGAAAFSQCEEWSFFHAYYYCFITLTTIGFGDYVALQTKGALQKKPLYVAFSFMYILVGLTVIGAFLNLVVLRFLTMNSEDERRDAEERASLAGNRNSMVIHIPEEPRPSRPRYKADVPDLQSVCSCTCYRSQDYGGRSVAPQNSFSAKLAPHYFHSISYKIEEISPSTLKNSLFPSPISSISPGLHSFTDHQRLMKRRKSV
# RGS4 pot: RGS4 potentiators or activators, primary screen, cell-based, HEK293 M3R inducible RGS4, calcium flux; carbachol calcium flux Fluo4; hits give low values; AID 463111, 2010; B-score at 10 µM; 310,000 compounds, 0.92% hits;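 active means B-score of the integrated calcium signal more than 4 SD below the library mean, with starting fluorescence not abnormally high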;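 further: negative B-score means reduced calcium response which marks RGS4 activation or potentiation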
#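 Material: Inducible-RGS4 HEK293 cells carrying M3 receptor; also added: carbachol at ECmax as muscarinic agonist stimulus; incubation: compound preincubation 20 min at room temperature before agonist; signal: Fluo4-AM (2 µM) calcium-flux fluorescence, kinetic read; measure: integrated calcium ratio converted to B score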
# KCNQ1 inh: inhibitors of human KCNQ1 channel, primary screen, cell-based, thallium flux, high-throughput; B-score at 10 µM; AID 2642, 2010; CHO-K1 KCNQ1, FluxOR thallium flux fluorescence; hits give high values; 310,000 compounds, 1.3% hits; Potassium voltage-gated channel subfamily KQT member 1 (Homo sapiens), P51787;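 active means compounds whose thallium flux B-score, printed positive for inhibition, exceeds three library SD while starting fluorescence stays within three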;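 further: channel opened by potassium depolarization with thallium stimulus after 20 min compound exposure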
# * = called active by the depositor; i = inactive; nt = not tested or not shown.
SMILES,hERG protect,KCNQ1 pot,KCNK3 inh,MrgX1 agonist,MrgX1 allo act,ANO1 activ,RGS4 block,ANO1 block,KCNK9 inh,RGS4 pot,KCNQ1 inh
CCn1nc(C(=O)Nc2ccc3nc(C)sc3c2)c2ccccc2c1=O,-6,i,i,i,i,i,i,i,i,i,i
COc1ccc(CNC(=O)CSc2nnc3c(n2)[nH]c2ccc(OC)cc23)cc1,-7,i,i,i,i,i,i,i,i,i,i
Cc1ccc(NC(=S)/N=C(\N)Nc2nc(C)c3cc(C)c(C)cc3n2)cc1C,-11,i,i,i,i,i,i,i,i,i,i
CCCn1cnc2cc(NCc3ccc(Br)cc3)ccc21,-9,i,i,i,i,i,i,i,i,i,i
Cc1nc2ccc(Br)cn2c(=O)c1Cl,-12,i,i,i,i,i,i,i,i,i,i
CCc1nn(CC(=O)NCCC2=CCCCC2)c(=O)c2cc3cc(F)ccc3n12,-8,i,i,i,i,i,i,i,i,i,i
CCOc1cccc2c1OC1(C)CC2NC(=O)N1c1cccc(C(=O)N2CCN(c3ccccn3)CC2)c1 (stereo not drawn),-13,i,i,i,i,i,i,i,i,i,i
c1ccc(CCNc2nc3ccccc3n3nnnc23)cc1,-5,i,i,i,i,i,i,i,i,i,i
Cc1c(-c2ccc(Cl)cc2)oc(=O)c2c(N)n(-c3ccccc3)nc12,-8,i,i,i,i,i,i,i,i,i,i
O=C1NCCCC1C(=O)N1CCN(C(c2ccccc2)c2ccccc2)CC1 (stereo not drawn),0,i,i,i,i,i,i,i,i,i,i
Cc1cc(Cl)ccc1C(=O)C1CCCN(C(=O)/C=C/c2cnn(C)c2)C1 (stereo not drawn),-10,i,i,i,i,i,i,i,i,i,i
O=C(Nc1ccc(Cl)cn1)Nc1ccccc1Cl,-3,i,i,i,i,i,i,i,i,i,i
COc1ccc(C2Nc3cccc4cccc(c34)N2)cc1,-6,i,i,i,i,i,i,i,i,i,i
CCCn1c(CCC(=O)O)ccc1-c1ccc(F)cc1,-3,i,i,i,i,i,i,i,i,i,i
O=C(NCCN1CCCCC1)Nc1ccc(Br)cc1,-4,i,i,i,i,i,i,i,i,i,i

# Whole records as entered above. Values in the order: hERG protect, KCNQ1 pot, KCNK3 inh, MrgX1 agonist, MrgX1 allo act, ANO1 activ, RGS4 block, ANO1 block, KCNK9 inh, RGS4 pot, KCNQ1 inh
# `Cc1nc2ccc(Br)cn2c(=O)c1Cl` across the screens: -12, i, i, i, i, i, i, i, i, i, i
# `Cc1c(-c2ccc(Cl)cc2)oc(=O)c2c(N)n(-c3ccccc3)nc12` across the screens: -8, i, i, i, i, i, i, i, i, i, i

# The list continues.
SMILES,hERG protect,KCNQ1 pot,KCNK3 inh,MrgX1 agonist,MrgX1 allo act,ANO1 activ,RGS4 block,ANO1 block,KCNK9 inh,RGS4 pot,KCNQ1 inh
CCC(C)NC(=O)[C@@H]1CSC2c3ccccc3C(=O)N21 (stereo partly drawn),-6,i,i,i,i,i,i,i,i,i,i
O=C(O)c1cccnc1NC1CCCC1,-2,i,i,i,i,i,i,i,i,i,i
COc1ccc(C(=O)Nc2nc(C)cc(C)n2)cc1[N+](=O)[O-],-5,i,i,i,i,i,i,i,i,i,i
CN(CCOc1ccccc1)Cc1nc2cc(Cl)ccc2c(=O)[nH]1,-7,i,i,i,i,i,i,i,i,i,i
COc1ccc(NC(=S)NC(C)Cc2cccs2)cc1 (stereo not drawn),-13,i,i,i,i,i,i,i,i,i,i
Cc1cc(NC(=O)c2cccc(Br)c2)no1,-6,i,i,i,i,i,i,i,i,i,i
CCNNC(=O)C(O)(Cc1ccccc1)Cc1ccccc1,-3,i,i,i,i,nt,i,i,i,i,i
CC1Cc2cc(C3(O)C(=O)c4ccccc4C3=O)ccc2N1 (stereo not drawn),-3,i,i,i,i,i,i,i,i,i,i
Cn1c(SCC(=O)N2CCOCC2)nnc1-c1ccc2ncccc2c1,-5,i,i,i,i,i,i,i,i,i,i
COC(=O)c1[nH]c2ccccc2c1NC(=O)CN1CCN(C/C=C/c2ccccc2)CC1,-19,i,i,i,i,i,i,i,i,i,i
COc1ccc(-n2nc3cc(C)c(NC(=O)C(C)C)cc3n2)cc1,-8,i,nt,nt,nt,nt,i,nt,i,i,i
c1ccc(-c2nc(NCc3ccco3)c3oc4ccccc4c3n2)cc1,-18,i,i,i,i,i,i,i,-8.7*,i,i
CCN1CCCC1CNC(=O)c1ccc(N2CCCC2=O)cc1 (stereo not drawn),-9,i,i,i,i,i,i,i,i,i,i
O=C(Nc1ccc(F)c(F)c1)C1CCCN1S(=O)(=O)c1ccc(F)cc1 (stereo not drawn),-6,i,i,i,i,i,i,i,i,i,i
Cc1ccc(NC(=O)c2c(C)nc3ccccn23)cc1C,-13,i,i,i,i,i,i,i,i,i,i
CC(C)C(NC(=O)c1ccc(C(C)(C)C)cc1)C(=O)NC1=NCCS1 (stereo not drawn),-15,i,i,i,i,i,i,i,i,i,i
COc1ccc(OC)c(S(=O)(=O)N2CCC(C(=O)NCc3ccccc3OC)CC2)c1,-7,i,i,i,i,i,i,i,i,i,i
O=C(CCc1ccccc1)NC(NC(=S)Nc1cccc(Cl)c1)C(Cl)(Cl)Cl (stereo not drawn),-4,i,i,i,i,i,i,i,i,i,i
O=C(Cc1ccc(Br)cc1)c1ccc(O)cc1O,-11,i,i,i,i,i,i,i,-8.2*,i,i
O=C1Nc2ccc([N+](=O)[O-])cc2OC1CCN1CCN(Cc2ccc3c(c2)OCO3)CC1 (stereo not drawn),-8,i,i,i,i,i,i,i,i,i,i
COc1cc(NC(=O)CN2CCC(Cc3ccccc3)CC2)c(C)cc1[N+](=O)[O-],-3,i,i,i,i,i,i,i,i,i,i
O=C(NC1CCCCC1)C(c1ccc(O)cc1)N(CC1CCCO1)C(=O)C1COc2ccccc2O1 (stereo not drawn),-13,i,i,i,i,i,i,i,i,i,i
O=C(O)CC(NC(=O)c1cccc([N+](=O)[O-])c1)c1ccc2c(c1)OCO2 (stereo not drawn),-8,i,i,i,i,i,i,i,i,i,i
COc1ccccc1-n1c(=O)c2c3c(sc2n2c(=S)[nH]nc12)CCC3,-2,i,i,i,i,i,i,i,i,i,i
O=C(Nc1ccccc1)NC1(C(=O)N2CCC(O)CC2)CCCCC1,-8,i,i,i,i,i,i,i,i,i,i
COc1ccc(CN(C)CC(=O)Nc2ccc(Cl)cc2F)c(OC)c1,-6,i,nt,i,i,nt,i,i,i,i,i
Cc1ccc(-c2nnc(SCC(=O)N(CC(C)C)c3c(N)n(Cc4ccccc4)c(=O)[nH]c3=O)n2N)cc1,-9,i,i,i,i,i,i,i,i,i,i
CCN(CC)S(=O)(=O)c1ccc2oc(C(=O)NCc3ccc(C)cc3)c(C)c2c1,-8,i,i,i,i,i,i,i,i,i,i
Cc1c(C(=O)NCCN2C(=O)S/C(=C\c3cccnc3)C2=O)cccc1[N+](=O)[O-],-3,i,i,i,i,i,i,i,i,i,i
COc1cc(C(=O)CSc2nccn2C)cc(OC)c1OC,-10,i,i,i,i,i,i,i,i,i,i
O=c1[nH]ncc(NCc2ccc(Cl)cc2)c1Cl,-7,i,i,i,i,i,i,i,i,i,i
O=C(c1cnc(Cl)c(Cl)c1)N1CCN(S(=O)(=O)c2ccc(F)cc2)CC1,-12,i,i,i,i,i,i,i,i,i,i
O=[N+]([O-])c1cc(S(=O)(=O)CCCN2CCOCC2)ccc1F,-18,i,i,i,i,i,i,i,i,i,i
O=C1N(CN2CCN(Cc3ccccc3)CC2)c2ccccc2C12OCCCO2,2,i,i,i,i,i,i,i,i,i,i
C#Cc1ccc([C@H]2C=C(C(=O)NCc3ccccc3)O[C@@H](OCc3ccc(CO)cc3)C2)cc1,-7,i,i,i,i,i,i,i,i,i,i
CCOC(=O)CC(=O)CSc1nc(C)nc2c1oc1ccccc12,-5,i,i,i,i,i,i,i,i,i,i
O=C(Nc1ccc2c(c1)OCO2)c1nn(-c2ccccc2)c(=O)c2ccccc12,-9,i,i,i,i,i,i,i,i,i,i
CCCCNC1CCS(=O)(=O)C1 (stereo not drawn),-13,i,i,i,i,i,i,i,i,i,i
COc1cccc(-c2cc(C(=O)NCCc3ccccc3)no2)c1,-8,i,i,i,i,i,i,i,i,i,i
CCN(CC)S(=O)(=O)c1ccc(N2CCN(C)CC2)c(NC(=O)c2cc(=O)c3ccccc3o2)c1,-7,i,i,i,i,i,i,i,i,i,i
O=C(Oc1ccc(-n2cnnn2)cc1)c1ccccc1,-5,i,i,i,i,i,i,i,i,i,i
COc1cccc2sc(N3CCN(C(=O)c4cccs4)CC3)nc12,-20,i,i,i,i,i,i,i,i,i,i
O=C(NCc1ccco1)c1cc2ccccc2c(=O)o1,-7,i,i,i,i,i,i,i,i,i,i
COc1ccc(/C(CC2OC(=O)c3ccccc32)=N\NC(N)=O)cc1 (stereo not drawn),-12,i,i,i,i,i,i,i,i,i,i
O=C(Cn1nnc(-c2ccccc2Cl)n1)N1CCCCC1,-2,i,i,i,i,i,i,i,i,i,i
C=CCOC(=O)C1=C(C)OC(N)=C(C#N)C1c1ccccc1F (stereo not drawn),-7,i,i,27*,i,i,i,i,i,i,i
COc1ccc(OC)c(NS(=O)(=O)c2ccc(NC(=O)c3ccc(NS(C)(=O)=O)cc3)cc2)c1,-3,i,i,i,i,i,i,i,i,i,i
CNC(=S)Nc1ccccc1-c1ccccc1,-5,i,i,i,i,i,i,i,i,i,i

# Random draw from the library; any-hit rate near 6.3%.
